# LGR2 inh = blocks bursicon-induced cAMP signaling via Drosophila LGR2; HEK293 LGR2, CRE-luciferase, bursicon-stimulated, 4 h; inhibition, % at 9.99 µM; 0.35% of 380,000 active; AID 720647;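 active = drop in luminescence signal, shown as inhibition above about 50% in the replicate tests, limit read from the data, passing the limit was not always enough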;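 also: agonist challenge used bursicon conditioned medium at about half maximal strength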
# PGC1a acetyl inh = PGC1a acetylation modulation, inhibitor mode. U2OS PGC1a acetylation, AlphaScreen anti-acetyl-lysine; with virally co-expressed GCN5 acetyltransferase. inhibition, % at 15.6 µM. 0.17% of 350,000 active. AID 651687;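 active = every replicate shows inhibition of at least 40%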;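 also: 0% = neutral control wells and 100% = positive control wells; some results beyond the cut were filed as inactive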
# FN deposit inh = fibronectin deposition inhibition; AH1F fibroblasts, Alexa488-fibronectin deposition fluorescence, overnight; inhibition, % at 12.6 µM; 0.086% of 350,000 active;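 active = mean inhibition across replicates of 30% or more, regardless of how many single replicates reach that level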;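 also: positive control wells lacked labelled fibronectin entirely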
#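 Assay system: AH1F fibroblasts assembling fluorescent fibronectin matrix; Amount: 10000 AH1F cells per well; Buffer or medium: DMEM, 2% serum; Probe or stimulus: Alexa488-fibronectin, 24 nM final in well; Doses: single compound dose, delivered by pin transfer; Incubation: 1 h adhesion, overnight exposure; Measured by: fluorescence 485/525 nm; Read-out: fibronectin deposition inhibition.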
# ERAP1 HTS inh = inhibitors of human ERAP1 aminopeptidase | inhibition, % at 10.7 µM | 0.15% of 340,000 active | recombinant ERAP1, Leu-AMC fluorescence, 60 min;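 active = mean replicate inhibition of at least 30%, or all replicates individually reaching that 30% level; inactive = mean below 30% and not every replicate reaching it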;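 also: 0% = neutral control wells and 100% = L-leucinethiol positive control wells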
# Target sequence (Q9NZ08 whole entry, looked up): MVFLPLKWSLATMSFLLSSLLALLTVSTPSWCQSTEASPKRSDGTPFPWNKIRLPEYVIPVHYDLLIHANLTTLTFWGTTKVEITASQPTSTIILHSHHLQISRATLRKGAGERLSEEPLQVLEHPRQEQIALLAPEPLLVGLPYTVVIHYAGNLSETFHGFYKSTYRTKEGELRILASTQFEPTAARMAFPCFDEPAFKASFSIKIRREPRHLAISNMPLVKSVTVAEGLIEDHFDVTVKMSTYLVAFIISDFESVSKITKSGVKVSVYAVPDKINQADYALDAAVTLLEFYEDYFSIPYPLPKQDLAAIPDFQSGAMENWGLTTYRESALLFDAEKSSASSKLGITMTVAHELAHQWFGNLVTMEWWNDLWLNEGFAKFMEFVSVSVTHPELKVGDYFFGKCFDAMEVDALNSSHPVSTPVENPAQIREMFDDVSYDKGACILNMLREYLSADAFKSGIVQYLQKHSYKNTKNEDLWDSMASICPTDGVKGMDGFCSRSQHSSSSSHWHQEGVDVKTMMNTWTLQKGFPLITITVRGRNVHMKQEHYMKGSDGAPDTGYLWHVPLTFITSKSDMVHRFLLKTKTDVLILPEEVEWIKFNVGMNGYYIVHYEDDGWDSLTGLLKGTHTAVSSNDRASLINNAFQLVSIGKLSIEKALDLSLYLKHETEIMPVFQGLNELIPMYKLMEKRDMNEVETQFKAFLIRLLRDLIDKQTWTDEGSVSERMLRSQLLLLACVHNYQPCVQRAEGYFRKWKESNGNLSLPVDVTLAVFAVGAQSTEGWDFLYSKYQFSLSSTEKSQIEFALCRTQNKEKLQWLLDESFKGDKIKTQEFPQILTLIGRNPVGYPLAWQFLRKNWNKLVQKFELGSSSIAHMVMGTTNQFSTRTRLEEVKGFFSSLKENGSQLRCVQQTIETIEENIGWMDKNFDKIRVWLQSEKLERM
# PglD DTNB = PglD (C. jejuni) enzyme inhibition. inhibition, % at 12.5 µM. purified PglD enzyme, DTNB colorimetric CoA detection. 0.098% of 360,000 active; in the data active = inhibition above about 16%, passing the limit was not always enough; also: strong numbers were not always called active
# S100A4 MyoIIA = S100A4-myosin IIA interaction inhibition; P26447; S100A4/TAMRA-MyoIIA peptide fluorescence polarization; inhibition, % at 10.7 µM; 0.14% of 360,000 active;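 active = mean inhibition of at least 70% across replicates, with every replicate also reaching that level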
# Target sequence (P26447 whole entry, looked up): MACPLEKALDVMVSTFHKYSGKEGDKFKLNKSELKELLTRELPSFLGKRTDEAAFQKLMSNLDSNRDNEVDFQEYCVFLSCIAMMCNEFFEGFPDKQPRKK
#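 Assay system: human S100A4 monomer with TAMRA-labelled myosin IIA peptide / Buffer or medium: Calcium-containing HEPES buffer, pH 7.2 / Reagent: TAMRA-labelled myosin IIA heavy-chain peptide probe, 5 nM / Compound: one dose per compound / Timing: polarization read 5 min after assay mix addition, stable 5–60 min / Benchmarks: neutral control DMSO, positive control TFP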
# EWS-Fli inh = blocks EWS/Fli oncoprotein-driven transcription | A673 NR0B1-luciferase reporter, viability-normalised | inhibition, % at 12.6 µM | 0.67% of 350,000 active | AID 651661;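 active = mean inhibition of at least 50% after viability correction, with every replicate also passing that limit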;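 also: firefly luciferase signal divided by Alamar Blue viability fluorescence both relative to DMSO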
# PAX8 inh HTS = PAX8 transcriptional activity inhibition | RMG-I TPO-luciferase reporter, SteadyGlo, 24 h | inhibition, % at 12.6 µM | 1.2% of 360,000 active;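 active = mean replicate inhibition at least 60% with every replicate also reaching 60%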;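 also: luciferase light reporting Pax8 driven TPO promoter activity; plate controls were median of neutral control wells for no effect and mitoxantrone controls for full effect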
# Numbers without * were called inactive; x = no result given.
mol	FN deposit inh	PAX8 inh HTS	ERAP1 HTS inh	PGC1a acetyl inh	EWS-Fli inh	PglD DTNB	LGR2 inh	S100A4 MyoIIA
COc1ccc(C)cc1S(=O)(=O)N1CCN(C(=O)c2ncoc2-c2ccc(F)cc2)CC1	-0.1	12.3	-4.9	x	15.6	-1.4	5.5	2.6
COc1ccc(S(=O)(=O)N(C)CC(=O)Nc2ccc(C(N)=O)cc2)cc1OC	-3.5	-11.3	-2.3	x	-6.4	0.4	10.8	7.3
O=C(Cc1c(F)cccc1Cl)NCCc1c[nH]c2ccccc12	0.4	-1.1	-0.4	2.0	0.1	-5.8	15.8	-2.3
Cc1nc(C(=O)NNC(=O)c2ccc(Cl)cc2)cs1	1.5	4.9	-3.9	11.2	4.1	9.8	-3.8	-0.5
CC(=O)c1ccc(N2CCN(C(=O)c3cc(C)on3)CC2)cc1	x	x	-3.7	-7.1	1.5	-2.0	-10.8	-0.4
COc1cccc(C2CC(c3cccc(Br)c3)n3nc(N)nc3N2)c1 (stereo unspecified)	-13.7	-9.7	x	4.2	-1.4	1.7	0.2	-0.1
CC1CC(C)CN(CCCNC(=O)c2cc3c(=O)[nH]c4ccccc4c3n2C)C1 (stereo unspecified)	-5.5	12.1	11.1	x	-0.8	x	16.3	4.4
CCOC(=O)c1c(C)c(C(=O)OCC)n(C)c1C	0.7	-11.0	2.0	x	-13.5	1.3	-10.3	1.1
Cc1ccc(-n2ccnc(SCC(=O)NC3CCCC3)c2=O)cc1Cl	-6.1	-2.4	-0.9	x	-7.5	0.3	6.0	-2.2
Cc1ccc(Cn2c(=O)cc(C(=O)O)c3ccccc32)cc1	x	x	-4.9	4.4	4.8	-7.3	-5.6	3.7
O=C(Cc1c(F)cccc1Cl)Nc1ncc([N+](=O)[O-])s1	9.5	-35.9	10.2	x	-79.6	x	-24.0	-1.2
CC(C)(C)OC(=O)N[C@@H](Cc1ccccc1)C(=O)N1CCC(C(=O)NCC(=O)O)CC1	x	-60.6	0.1	-0.1	0.6	1.0	-16.2	-8.1
CCCNC(=O)N1[C@H](CO)[C@@H]2c3ccccc3N(C(=O)NC(C)C)C[C@@H]21	-8.0	-13.0	1.6	-0.2	6.4	1.9	-4.2	3.3
O=C(Nc1nncs1)C12CC3CC(CC(C3)C1)C2	-1.7	5.8	0.3	1.9	0.9	4.9	-6.7	-0.2
C[C@@H]1CN([C@H](C)CO)S(=O)(=O)c2ccc(C#CC(C)(C)O)cc2O[C@@H]1CN(C)C(=O)C1CCC1	-5.9	x	3.9	-7.0	-6.7	-2.9	5.7	3.8
O=C(CCC(=O)Nc1ccccc1Cl)NNC(=O)Nc1cccc([N+](=O)[O-])c1	4.0	3.0	-0.5	-0.4	10.2	-0.7	9.6	-11.8
CN1C(=O)/C(=C/C=C2\SCCN2C)OC1=S	-4.2	-94.1	-0.9	0.2	-99.7	x	-2.0	20.2
CC(=O)Nc1ccccc1NC(=O)C/C(C)=N/NC(=O)Cc1cccc2ccccc12	8.1	11.1	4.1	-12.9	x	5.7	-6.4	3.5
CCC(=O)NC(Nc1nc(C)cs1)(C(=O)OC)C(F)(F)F (stereo unspecified)	6.5	-13.2	x	0.4	x	1.7	37.6	x
O=C(Nc1nc(-c2ccccn2)cs1)C1COc2ccccc2O1 (stereo unspecified)	19.0	30.8	5.6	-6.1	17.1	-4.0	2.9	-2.9
COCCn1c(SCC(=O)Nc2ccc(OC)cc2)nnc1-c1ccoc1C	1.5	-4.6	-2.9	-1.8	6.1	0.5	-2.1	-0.2
CCOc1ccc(N2CC(C(=O)N3CC(C)OC(C)C3)CC2=O)cc1 (stereo unspecified)	-1.6	3.4	-3.8	x	0.2	0.5	7.8	-6.1
Cc1cc(C)cc(NS(=O)(=O)c2c(C(=O)N3CCOCC3)c(C)n(C)c2C)c1	-3.7	-5.9	1.6	13.4	3.0	4.5	-6.6	0.1
C[C@@H]1CN([C@H](C)CO)C(=O)c2cccc(NS(=O)(=O)c3cccs3)c2O[C@@H]1CN(C)S(=O)(=O)c1ccc(F)cc1	x	-15.8	3.8	8.1	-9.3	1.8	-6.9	-27.9
Cc1noc(C)c1S(=O)(=O)N1CCCC(C(=O)c2cccc(OC(C)C)c2)C1 (stereo unspecified)	-12.2	9.9	-5.2	x	14.5	x	-10.3	-2.7
COc1ccc(NC(=O)COC(=O)c2cc(OC)c(OC)cc2NC(=O)c2ccco2)cc1OC	6.6	55.7	x	2.0	x	-3.8	x	x
O=C(C[C@H]1C[C@H]2c3cc(NC(=O)c4ccc5c(c4)OCO5)ccc3O[C@H]2[C@@H](CO)O1)NCCc1ccccc1	x	-5.1	-1.0	-3.5	-2.9	4.5	15.8	-5.4
Cc1cc(=O)oc2cc(OCC(=O)N3CCC(O)CC3)c(Cl)cc12	2.3	6.5	-1.4	3.0	-0.4	-1.4	-3.3	-8.6
COc1ccc(S(=O)(=O)Nc2cccc3c2O[C@H](CN(C)C(=O)NC2CCCCC2)[C@H](C)CN([C@H](C)CO)C3=O)cc1	1.5	x	-2.3	-0.4	-3.4	-3.7	3.6	-8.7
Cc1cc(C(=O)NN)c(Cl)cc1Cl	-3.9	-6.8	-1.3	4.3	4.6	-0.6	-5.8	6.9
NC(=O)c1cc(S(=O)(=O)N2CCCC2)ccc1OCCOc1ccccc1F	-1.1	-2.9	2.6	x	11.9	x	9.1	-5.0
CO[C@@H]1CN(C)C(=O)c2ccc(NC(=O)c3cccc(F)c3)cc2OC[C@@H](C)NC[C@H]1C	4.8	x	-4.0	0.5	-0.6	0.4	6.1	12.6
C/C(=N\NC(=S)NCc1ccccc1)c1cccc(Br)c1	6.3	7.9	0.8	-1.9	0.3	x	-22.0	-2.0
CCOc1ccccc1NC(=O)C(=O)CC(=O)c1ccc(OC)cc1	-5.2	-27.2	0.5	x	17.1	2.0	-5.5	-2.2
CC(NC(=O)COC(=O)Cc1cccs1)c1ccc(F)cc1 (stereo unspecified)	-5.6	-8.8	-1.9	0.5	5.7	5.9	-12.6	-5.1
Cc1ccc(Cn2c(N3CCNCC3)nc3c2c(=O)[nH]c(=O)n3C)cc1	-7.1	13.1	1.4	9.9	0.9	1.5	x	-16.9
O=C(NCCS(=O)(=O)NC1CCCCC1)c1ccccc1	-3.5	8.8	-6.3	-10.1	0.5	-1.6	0.7	-1.9
C[C@H]1CN([C@@H](C)CO)C(=O)c2cccc(NC(=O)C3CC3)c2O[C@@H]1CN(C)S(=O)(=O)c1ccccc1	x	-9.1	2.8	x	-13.7	0.2	-7.2	9.7
CC(=O)NC12CC3CC(C1)CC(C(=O)N1CCN(S(=O)(=O)c4cccc(C(F)(F)F)c4)CC1)(C3)C2	7.9	6.2	-3.4	3.8	3.1	x	9.7	-4.6
Cc1ccccc1SC1CCN(Cc2nc(C3CC3)no2)CC1	-1.1	-12.2	0.1	x	-4.1	x	-2.9	-4.3
COc1ccc(C(=O)C2CCN(CC(=O)Nc3ccc(OC)cc3OC)CC2)cc1	4.6	3.6	4.8	x	9.0	1.3	-6.4	1.5
COc1ccc(NC(C)C(=O)Nc2ccc(C(C)(C)C)cc2)cc1Cl (stereo unspecified)	1.4	-9.3	x	-9.1	x	2.4	x	x
Nc1nonc1N/N=C\c1ccccc1	3.7	0.2	0.7	-9.0	-3.5	1.4	x	-0.9
CCCC(=O)Nc1ccc2c(c1)OC[C@H](C)N(C(=O)c1cnccn1)C[C@@H](C)[C@H](OC)CN(C)C2=O	4.7	1.6	-3.0	0.2	-3.0	-1.8	0.3	-1.4
CN(C(=O)COC(=O)Cc1ccc(Br)cc1)c1c(N)n(Cc2ccccc2)c(=O)[nH]c1=O	5.8	-7.2	0.8	-0.6	-17.6	-1.3	-17.4	-4.2

# By substructure: the compounds so far with a thiophene ring, fused or not.
mol	FN deposit inh	PAX8 inh HTS	ERAP1 HTS inh	PGC1a acetyl inh	EWS-Fli inh	PglD DTNB	LGR2 inh	S100A4 MyoIIA
C[C@@H]1CN([C@H](C)CO)C(=O)c2cccc(NS(=O)(=O)c3cccs3)c2O[C@@H]1CN(C)S(=O)(=O)c1ccc(F)cc1	x	-15.8	3.8	8.1	-9.3	1.8	-6.9	-27.9
CC(NC(=O)COC(=O)Cc1cccs1)c1ccc(F)cc1 (stereo unspecified)	-5.6	-8.8	-1.9	0.5	5.7	5.9	-12.6	-5.1

# Next section
mol	FN deposit inh	PAX8 inh HTS	ERAP1 HTS inh	PGC1a acetyl inh	EWS-Fli inh	PglD DTNB	LGR2 inh	S100A4 MyoIIA
CCS(=O)(=O)N1CC2(CN(Cc3ccc(OC)cc3)[C@@H](CO)c3c2c2ccc(OC)cc2n3C)C1	x	x	-3.6	x	3.9	x	22.0	-0.6
CCOC(=O)[C@H]1[C@H]2COc3ccc(Br)cc3[C@@H]2N2C(=O)c3ccc(Cl)cc3NC(=O)[C@@]12C	8.7	39.1	-0.7	6.6	6.9	7.8	16.3	-5.2
COC(=O)c1ccc2c(=O)[nH]c(COC(=O)c3c(-c4ccccc4)noc3C)nc2c1	-8.9	-9.5	-1.7	6.0	-1.2	3.4	-19.9	-1.2
Clc1cccc(-c2nc(-c3ccccn3)no2)c1	1.0	34.7	x	7.7	x	-13.9	x	x
COc1ccc(NC(=O)Nc2ccc3c(c2)C(=O)N([C@@H](C)CO)C[C@@H](C)[C@@H](CN(C)S(=O)(=O)c2ccc(F)cc2)OCCCC[C@H](C)O3)cc1	10.2	-54.5	1.0	2.5	-3.8	-4.1	-0.1	11.2
O=C(COc1ccccc1[N+](=O)[O-])Nc1cccc(S(=O)(=O)N2CCCC2)c1	-5.3	10.6	1.9	-11.1	0.5	-0.5	-27.2	-16.0
CN(C)CCCNC(=O)C[C@H]1CC[C@@H]2[C@H](COc3ccc(NC(=O)c4cccc(F)c4)cc3C(=O)N2C)O1	9.9	-44.1	0.5	4.1	-18.7	2.2	-15.5	0.3
N#C/C(=C(/O)COC(=O)CSc1ccc(Cl)cc1)c1nc2ccccc2[nH]1	2.3	37.5	-0.1	x	-2.0	x	x	0.0
COc1cccc(N2CCN(C(=O)CCC(=O)c3ccc(Cl)s3)CC2)c1	-3.0	-9.3	2.5	-5.8	-8.7	1.4	-4.3	-14.0
O=C(N[C@H]1CC[C@@H](CC(=O)N2CCOCC2)O[C@@H]1CO)c1ccccn1	x	x	3.3	4.0	x	-1.1	7.6	-0.3
O=C(CSc1nnc(-c2ccncc2)n1Cc1ccccc1)NC1CCCCC1	19.2	-3.0	-2.0	-7.5	0.6	2.7	3.6	-1.1
Cc1ccc(-c2[nH]c(=S)[nH]c(=O)c2C#N)cc1	4.2	27.8	1.6	1.6	11.6	-3.0	-25.8	-2.0
CCN(CC)CCn1c(N)c(S(=O)(=O)c2ccccc2)c2nc3ccccc3nc21	-2.1	15.3	-116.4	-6.0	13.4	5.2	2.1	-8.6
COCCNC(=O)C(c1ccc(C)cc1)N(C(=O)CCC(=O)Nc1ccccn1)c1cccc(C)c1 (stereo unspecified)	2.1	10.6	3.7	-14.7	-4.1	-2.4	4.7	-9.4
O=C(NC(NC(=S)Nc1c(Cl)cccc1Cl)C(Cl)(Cl)Cl)c1cccc([N+](=O)[O-])c1 (stereo unspecified)	23.2	34.5	x	x	x	7.6	11.3	x
COc1ccc(NC(=O)N(C)C[C@@H]2Oc3ccc(NS(=O)(=O)c4ccc(C)cc4)cc3CC(=O)N([C@H](C)CO)C[C@@H]2C)cc1	x	12.3	x	3.7	-4.7	x	-25.2	x
